Apaf1 inhib: inhibitors of human Apaf-1 apoptosome, primary screen, biochemical, DEVD-Rh110 fluorescence, uHTS; Apoptotic protease-activating factor 1 (Homo sapiens), O14727; reconstituted apoptosome caspase-3 activity; inhibition, % at 20 µM; 330,000 tested, 0.71% active; AID 489030, 2010; active = inhibition of at least 40% at 20 µM;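 note: plate controls were DMSO wells for no effect and DEVD-CHO caspase inhibitor wells for full effect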
Target sequence (O14727 whole entry, looked up): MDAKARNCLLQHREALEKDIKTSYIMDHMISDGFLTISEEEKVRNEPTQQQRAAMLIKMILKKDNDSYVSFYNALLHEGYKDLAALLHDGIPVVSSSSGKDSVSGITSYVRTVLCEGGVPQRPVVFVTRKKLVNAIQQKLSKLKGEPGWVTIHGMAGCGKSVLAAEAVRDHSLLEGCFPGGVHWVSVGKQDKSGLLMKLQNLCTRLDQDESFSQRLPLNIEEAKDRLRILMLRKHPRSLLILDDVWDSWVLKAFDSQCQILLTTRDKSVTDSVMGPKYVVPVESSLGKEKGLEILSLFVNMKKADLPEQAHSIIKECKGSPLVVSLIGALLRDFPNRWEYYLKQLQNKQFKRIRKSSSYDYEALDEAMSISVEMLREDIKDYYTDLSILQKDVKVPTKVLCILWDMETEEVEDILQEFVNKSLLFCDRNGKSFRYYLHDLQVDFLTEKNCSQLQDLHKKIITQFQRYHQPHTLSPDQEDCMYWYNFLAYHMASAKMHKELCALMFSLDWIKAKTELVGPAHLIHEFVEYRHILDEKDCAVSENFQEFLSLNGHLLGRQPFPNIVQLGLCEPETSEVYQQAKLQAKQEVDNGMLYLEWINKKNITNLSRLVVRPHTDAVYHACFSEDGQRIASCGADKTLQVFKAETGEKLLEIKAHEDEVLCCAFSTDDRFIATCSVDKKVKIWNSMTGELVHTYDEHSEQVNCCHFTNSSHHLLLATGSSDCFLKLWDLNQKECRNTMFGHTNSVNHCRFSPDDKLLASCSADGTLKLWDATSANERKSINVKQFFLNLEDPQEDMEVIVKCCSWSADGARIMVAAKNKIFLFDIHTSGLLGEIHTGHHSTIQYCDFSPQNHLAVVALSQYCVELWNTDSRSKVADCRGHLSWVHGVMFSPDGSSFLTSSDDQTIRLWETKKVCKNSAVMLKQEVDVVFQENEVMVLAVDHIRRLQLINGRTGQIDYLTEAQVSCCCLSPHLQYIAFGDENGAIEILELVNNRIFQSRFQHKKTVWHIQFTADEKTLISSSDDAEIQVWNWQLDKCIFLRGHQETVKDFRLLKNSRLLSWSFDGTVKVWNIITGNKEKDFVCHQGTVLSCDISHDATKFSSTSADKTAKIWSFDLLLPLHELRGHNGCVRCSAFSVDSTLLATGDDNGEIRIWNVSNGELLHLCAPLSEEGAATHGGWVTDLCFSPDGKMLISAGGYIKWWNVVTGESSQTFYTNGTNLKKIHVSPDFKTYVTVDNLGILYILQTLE
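System – cell-free apoptosome with Apaf-1, procaspase-3 and caspase-9 · Buffer or medium – pH 7.5 Hepes buffer with CHAPS, BSA, DTT · Also added – cytochrome c with DEVD-Rh110 · Times – 30 min compound preincubation, 50 min activation, room temperature · Technique – Rh110 fluorescence intensity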
SENP7 inh: SENP7 protease inhibitors, primary screen, biochemical, luminescence, uHTS. AID 434973, 2010. recombinant SENP7, Z-RLRGG-aminoluciferin luminescence, 40 min. inhibition, % at 5 µM. Sentrin-specific protease 7 (Homo sapiens), Q9BQF6. 330,000 tested, 1.5% active;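 active = inhibition above about 50% at the single test dose, limit read from the data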;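 note: plate controls were DMSO with enzyme for no effect and no enzyme buffer wells for full effect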
SENP8 block-1: human SENP8 protease inhibitors, primary screen, biochemical, fluorescence, Nedd8 protein substrate, uHTS. 360,000 tested, 0.64% active. AID 602440, 2012. Sentrin-specific protease 8 (Homo sapiens), Q96LD8. inhibition, % at 20 µM. recombinant SENP8; in the data active = inhibition mostly above about 40%, no sharp cut-off; inactive = mostly below about 27%
A3G deaminase: APOBEC3G DNA deaminase inhibitors, primary screen, biochemical, fluorescence, single-stranded DNA substrate, uHTS | 330,000 tested, 0.28% active | AID 493012, 2011 | inhibition, % at 20 µM | DNA dC->dU-editing enzyme APOBEC-3G (Homo sapiens), Q9HC16 | recombinant A3G, ssDNA deamination FAM/TAMRA fluorescence;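 active = inhibition of at least 40% at 20 µM, with no more than 30% in the related APOBEC3A deaminase screen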;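 note: plate controls were DMSO wells with A3G for no effect and wells lacking A3G enzyme for full effect; some compounds called inactive have numbers as strong as hits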
SENP8 block-2: SENP8 protease inhibitors, primary screen, biochemical, luminescence; Sentrin-specific protease 8 (Homo sapiens), Q96LD8; purified SENP8, Z-RLRGG-aminoluciferin cleavage; inhibition, % at 10 µM; 330,000 tested, 1.2% active; AID 2540, 2010; in the data active = inhibition above about 50%
UBC13 inh: UBC13 polyubiquitin chain formation inhibitors, primary screen, biochemical, TR-FRET, uHTS | 330,000 tested, 0.47% active | Ubiquitin-conjugating enzyme E2 N (Homo sapiens), P61088 | inhibition, % at 20 µM; in the data active = inhibition above about 45%, passing the limit was not always enough
SENP1 inh: human SENP1 catalytic domain inhibitors, primary screen, biochemical, FRET, uHTS | 360,000 tested, 0.21% active | Sentrin-specific protease 1 (Homo sapiens), Q9P0U3 | recombinant SENP1 catalytic domain, CyPet-SUMO1-YPet FRET cleavage | inhibition, % at 10 µM;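 active = inhibition at least 30% at 10 µM, raw YFP signal under a set limit, fluorescence ratio 0.5 to 1.5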;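 note: 0% = enzyme with DMSO and 100% = no enzyme wells; some results filed as inactive read as strong as hits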
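system = hSENP1 catalytic domain, recombinant | reagent = SFCypet-SUMO1-SFYpet substrate at 25 nM | doses = one dose per compound, 10 µM, 0.5% DMSO | incubation = enzyme reaction for 50 min at room temperature, dark | measured by = FRET, CFP and YFP emission | controls = no-enzyme low, enzyme-DMSO high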
SENP6 inh: SENP6 protease inhibitors, primary screen, biochemical, luminescence, uHTS | 330,000 tested, 1.8% active | AID 2599, 2010 | Sentrin-specific protease 6 (Homo sapiens), Q9GZR1 | Recombinant SENP6 catalytic domain, aminoluciferin luminescence | inhibition, % at 10 µM;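 active = inhibition above about 50% at the single tested dose, limit read from the data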;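 note: plate controls were DMSO wells with enzyme for no effect and DMSO wells lacking enzyme for full effect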
* marks the source's active call; other numbers are inactive results; & = joins results of further samples; ! = repeats disagree.

Results for Cc1cc(C)c2nc(N3CCC(C(=O)NCCCN4CCCCC4)CC3)sc2c1 ?
Apaf1 inhib: 20; SENP7 inh: -6; SENP8 block-1: 8; A3G deaminase: -1; SENP8 block-2: -8; UBC13 inh: 18; SENP1 inh: 0; SENP6 inh: -8

What do the screens show for `CC1(C)S[C@@H]2[C@H](NC(=O)Cc3ccccc3)C(=O)N2[C@H]1C(=O)O`?
Apaf1 inhib: -8; SENP7 inh: -1; SENP8 block-1: 5&17; A3G deaminase: -6; SENP8 block-2: 11; UBC13 inh: -16; SENP1 inh: -4&1; SENP6 inh: -2

How did CCCN1CCC(=O)N([C@H](CSc2ccccc2)CC(C)C)CC1 do in these assays?
Apaf1 inhib: 6; SENP7 inh: 0; SENP8 block-1: 15; A3G deaminase: -9; SENP8 block-2: -3; UBC13 inh: 1; SENP1 inh: -2; SENP6 inh: 0

How did O=C(Nc1cccc(C(=O)O)c1)/C(=C\c1ccco1)NC(=O)c1ccc(Br)o1 do in these assays?
Apaf1 inhib: 2; SENP7 inh: 4; SENP8 block-1: 2; A3G deaminase: 1; SENP8 block-2: 5; UBC13 inh: -6; SENP1 inh: -4; SENP6 inh: 23

What do the screens show for `Cc1ccc2cccc(NC(=S)NC(=O)c3ccn(C)n3)c2n1`?
Apaf1 inhib: 4; SENP7 inh: -7; SENP8 block-1: -3; A3G deaminase: -8; SENP8 block-2: 1; UBC13 inh: 4; SENP1 inh: -5; SENP6 inh: -10

Results for Cc1ccc(S(=O)(=O)N2CCN(CC(=O)N/N=C\c3ccc(Cl)c([N+](=O)[O-])c3)CC2)cc1 ?
Apaf1 inhib: 16; SENP7 inh: 4; SENP8 block-1: 20; A3G deaminase: -1; SENP8 block-2: -1; UBC13 inh: -5; SENP1 inh: 2; SENP6 inh: 2

What do the screens show for `COc1ccc(C2Nc3ccccc3C(=O)N2Cc2ccco2)cc1CN1C(=O)c2ccccc2C1=O` (stereo unspecified)?
Apaf1 inhib: 7&14; SENP7 inh: 66*!; SENP8 block-1: -67&-164; A3G deaminase: -1&-3; SENP8 block-2: -1&-8; UBC13 inh: -1&2; SENP1 inh: 0&-1; SENP6 inh: -4&-14

How did Cc1cc(NC(=O)CSc2nc(N)c(NC(=O)c3ccccc3F)c(=O)[nH]2)no1 do in these assays?
Apaf1 inhib: 8; SENP7 inh: 3; SENP8 block-1: 9; A3G deaminase: 2; SENP8 block-2: 2; UBC13 inh: -4; SENP1 inh: 0; SENP6 inh: -14

Results for CN1CCN(C(=O)/C=C/c2cn(-c3ccccc3)nc2-c2ccc3c(c2)OCCO3)CC1 ?
Apaf1 inhib: 17; SENP7 inh: -1; SENP8 block-1: -391; A3G deaminase: -5; SENP8 block-2: -3; UBC13 inh: 9; SENP1 inh: -1; SENP6 inh: -18

Results for S=c1[nH]nc2n1CCCN2 ?
Apaf1 inhib: -18; SENP7 inh: 5; SENP8 block-1: 20; A3G deaminase: -7; SENP8 block-2: 7; UBC13 inh: 0; SENP1 inh: 3; SENP6 inh: 0

How did CO/N=C(\C)C(Cc1ccc(Cl)nc1)Cc1ccc(Cl)nc1 do in these assays?
Apaf1 inhib: 11; SENP7 inh: -3; SENP8 block-1: 15; A3G deaminase: -10; SENP8 block-2: -2; UBC13 inh: -3; SENP1 inh: 0; SENP6 inh: -17

What do the screens show for `CC(C)CCOC(=O)C1[C@H]2C(=O)N(Cc3cccs3)C[C@]23C=C[C@H]1O3` (stereo partly specified)?
Apaf1 inhib: 4; SENP7 inh: -5; SENP8 block-1: 19; A3G deaminase: -2; SENP8 block-2: -7; UBC13 inh: -5; SENP1 inh: 0; SENP6 inh: -10

Results for Cc1csc(NC(=O)CN2C(=O)C3CC=CCC3C2=O)n1 (stereo unspecified) ?
Apaf1 inhib: 3; SENP7 inh: 0; SENP8 block-1: 11; A3G deaminase: -2; SENP8 block-2: -5; UBC13 inh: -10; SENP1 inh: -1; SENP6 inh: -19

How did Cc1sc(N2C(=O)C3C(C2=O)[C@H]2C=C[C@@H]3C2)c(C#N)c1C (stereo partly specified) do in these assays?
Apaf1 inhib: -24; SENP7 inh: -1; SENP8 block-1: 23; A3G deaminase: -5; SENP8 block-2: -8; UBC13 inh: 6; SENP1 inh: 1; SENP6 inh: 10

What do the screens show for `O=C(c1cccc(S(=O)(=O)Nc2ccc(F)cc2)c1)N1CCC1`?
Apaf1 inhib: 2; SENP7 inh: 2; SENP8 block-1: 4; A3G deaminase: -6; SENP8 block-2: -4; UBC13 inh: 0; SENP1 inh: 0; SENP6 inh: -9

Results for CC(C)(C)C1CCC2(CC1)C(C#N)=C(SCC(=O)Nc1ccccc1)NC(=O)C2C#N (stereo unspecified) ?
Apaf1 inhib: 16; SENP7 inh: -8; SENP8 block-1: 6; A3G deaminase: -9; SENP8 block-2: -6; UBC13 inh: -12; SENP1 inh: -1; SENP6 inh: -4

What do the screens show for `CC[C@H](CO)Oc1cc(NCc2ccc(Cl)c(Cl)c2)c2ncn(C(C)C)c2c1`?
Apaf1 inhib: 22; SENP7 inh: 8; SENP8 block-1: 12; A3G deaminase: -8; SENP8 block-2: 10; UBC13 inh: 8; SENP1 inh: -2; SENP6 inh: 6

How did CC(c1ccco1)N(C(=O)c1cc(Cl)cc(Cl)c1)c1ccccn1 (stereo unspecified) do in these assays?
Apaf1 inhib: 14; SENP7 inh: 1; SENP8 block-1: 17; A3G deaminase: -7; SENP8 block-2: 6; UBC13 inh: 6; SENP1 inh: 0; SENP6 inh: -20

Results for CCc1ccc(OCC(=O)NNC(=O)C2CCC2)cc1 ?
Apaf1 inhib: 7; SENP7 inh: 6; SENP8 block-1: 16; A3G deaminase: -4; SENP8 block-2: -8; UBC13 inh: 0; SENP1 inh: 1; SENP6 inh: -18

How did O=C(N/N=C\c1cc([N+](=O)[O-])ccc1N1CCOCC1)c1ccccn1 do in these assays?
Apaf1 inhib: 1; SENP7 inh: -2; SENP8 block-1: 16; A3G deaminase: -5; SENP8 block-2: 1; UBC13 inh: -1; SENP1 inh: 0; SENP6 inh: -9

How did CC(=O)N1CCN(c2ccc([N+](=O)[O-])cc2C#N)CC1 do in these assays?
Apaf1 inhib: -2; SENP7 inh: -1; SENP8 block-1: 12; A3G deaminase: -8; SENP8 block-2: -2; UBC13 inh: -3; SENP1 inh: 2; SENP6 inh: 5

What do the screens show for `COc1c(F)c(F)c(C(=O)O)c(Nc2ccccc2)c1F`?
Apaf1 inhib: 1; SENP7 inh: -10; SENP8 block-1: 12; A3G deaminase: -6; SENP8 block-2: -9; UBC13 inh: -1; SENP1 inh: -1; SENP6 inh: 3

How did CN(C)CC(=O)N1c2ccccc2Sc2ccc(Cl)cc21 do in these assays?
Apaf1 inhib: -20; SENP7 inh: 5; SENP8 block-1: 4; A3G deaminase: -8; SENP8 block-2: -4; UBC13 inh: 4; SENP1 inh: 2; SENP6 inh: -12

How did COc1ccccc1C(NC(=O)CC(C)C)c1c(O)ccc2ccccc12 (stereo unspecified) do in these assays?
Apaf1 inhib: -6; SENP7 inh: 6; SENP8 block-1: -51; A3G deaminase: -8; SENP8 block-2: -9; UBC13 inh: 6; SENP1 inh: 6; SENP6 inh: -5

What do the screens show for `COCCCn1c(SCC(=O)Nc2ccccc2F)nnc1-c1ccoc1C`?
Apaf1 inhib: -9; SENP7 inh: 2; SENP8 block-1: 23; A3G deaminase: -7; SENP8 block-2: -13; UBC13 inh: -1; SENP1 inh: 1; SENP6 inh: -13

How did Cc1onc(-c2ccccc2)c1C(=O)Nc1cccc(S(=O)(=O)NC2=NCCC2)c1 do in these assays?
Apaf1 inhib: -2; SENP7 inh: 5; SENP8 block-1: 6; A3G deaminase: -8; SENP8 block-2: 1; UBC13 inh: -4; SENP1 inh: 3; SENP6 inh: -2

Results for CCCCCN(C(=O)CCC(=O)OCc1ccccc1C(F)(F)F)c1c(N)n(CCCC)c(=O)[nH]c1=O ?
Apaf1 inhib: -3; SENP7 inh: -5; SENP8 block-1: 2; A3G deaminase: -2; SENP8 block-2: 5; UBC13 inh: -10; SENP1 inh: 0; SENP6 inh: -12

Results for C[C@@H](C(=O)Nc1ccc2c(c1)OCCO2)n1c(=O)[nH]c2ccccc2c1=O ?
Apaf1 inhib: 2; SENP7 inh: 5; SENP8 block-1: 5; A3G deaminase: 0; SENP8 block-2: 6; UBC13 inh: -12; SENP1 inh: 0; SENP6 inh: 6

What do the screens show for `COc1ccc2c(c1)cc(C(=O)N[C@@H](Cc1ccccc1)C(=O)N[C@@H](C)C(=O)O)n2C`?
Apaf1 inhib: 7; SENP7 inh: -5; SENP8 block-1: -273; A3G deaminase: -10; SENP8 block-2: -9; UBC13 inh: 7; SENP1 inh: -5; SENP6 inh: -18

Results for CN(C)S(=O)(=O)c1cccc(N=c2scc(-c3ccc4c(c3)NC(=O)CO4)n2CC2CCCO2)c1 (stereo unspecified) ?
Apaf1 inhib: 36; SENP7 inh: -3; SENP8 block-1: 20; A3G deaminase: -6; SENP8 block-2: -4; UBC13 inh: -10; SENP1 inh: 0; SENP6 inh: -6

How did CCOc1ccccc1CN1CCN(Cc2cn(C)nc2-c2ccccc2)CC1CCO (stereo unspecified) do in these assays?
Apaf1 inhib: -6; SENP7 inh: 8; SENP8 block-1: 10; A3G deaminase: -4; SENP8 block-2: 4; UBC13 inh: -3; SENP1 inh: 1; SENP6 inh: -2

Results for Cc1cc(C)cc(OCC(=O)NN2C(=O)c3ccccc3C2=O)c1 ?
Apaf1 inhib: -5; SENP7 inh: -5; SENP8 block-1: 2; A3G deaminase: -6; SENP8 block-2: -7; UBC13 inh: -9; SENP1 inh: 1; SENP6 inh: -7

Results for CCOC(=O)/C=C1\CC(=O)Nc2cc(C)c(C)cc2N1 ?
Apaf1 inhib: 4; SENP7 inh: -7; SENP8 block-1: -13; A3G deaminase: -3; SENP8 block-2: -2; UBC13 inh: -7; SENP1 inh: 3; SENP6 inh: -10

How did CN1C(CC(=O)Nc2ccc(Cl)cc2Cl)c2ccccc2CC1(C)C (stereo unspecified) do in these assays?
Apaf1 inhib: -5; SENP7 inh: 5; SENP8 block-1: 11; A3G deaminase: -7; SENP8 block-2: -4; UBC13 inh: 0; SENP1 inh: -4; SENP6 inh: -12

How did COc1ccc(N=C2S/C(=C\c3ccc(N4CCOCC4)o3)C(=O)N2CCc2c[nH]c3ccccc23)cc1 do in these assays?
Apaf1 inhib: 15; SENP7 inh: -14; SENP8 block-1: 23; A3G deaminase: -18; SENP8 block-2: -2; UBC13 inh: -90; SENP1 inh: -20; SENP6 inh: -10

Screening results as filed in PubChem BioAssay.
